# From PubChem BioAssay
# MmCpn inh: M. maripaludis TRiC chaperonin inhibition | Potency, µM (series often up to 76.9 µM), for the others: top-dose activity, negative = inhibition, most hits filed as inhibitors | purified Mm-Cpn ATPase, ADP Transcreener TR-FRET | hit rate 0.031% among 330,000; active = well fitted inhibition curve with a large enough effect; inconclusive = small, poorly fitted or top-dose-only effect; also: nearly all actives have a fitted effect of over 80% in size
#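 Purified archaeal chaperonin (25 nM final) was preincubated with compound for 10 min at 37°C, then ATP (10 uM final) was added for 30 min at 37°C in Tris pH 7.4/KCl/MgCl2/DTT buffer. ADP was quantified by HTRF Transcreener TR-FRET.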
# Active calls of the source: *; ? = inconclusive; [ ] = dose if it differs, or a comment. % is scaled to controls: 0 for no effect and ±100 for the full control effect; potency is read from the fitted curve at half-maximal effect. Some of the compounds tested; rates above refer to the full screens.
molecule,MmCpn inh
CCOC(=O)c1ccccc1NC(=O)Cc1sc(-c2cccnc2)nc1-c1ccc(C)cc1,-29%
COc1ccc2c3c(c(=O)oc2c1)C1O[C@](CCCCN2C(=O)c4ccccc4C2=O)(Cc2cc(OC)c(OC)cc21)O3,-7%[15.4 µM]
COc1cc(-c2ccc(NC(=O)NC3CC3)c(OC)c2)ccc1NC(=O)NC1CC1,-2%
O=C1C2N=NN(CC(=O)N3N=C(c4ccccc4)CC3c3ccc([N+](=O)[O-])cc3)C2C(=O)N1c1ccccc1 (stereo unspecified),-1%
CCN(CC)c1ccc(/C=C(\C#N)c2nc(-c3cccs3)c(NC(C)=O)s2)cc1,-4%
CCCOc1cccc(C2/C(=C(/O)c3ccncc3)C(=O)C(=O)N2CCCN(C)C)c1 (stereo unspecified),0%
CCCCC(CC)CNC(=O)/C=C/c1ccc(F)cc1 (stereo unspecified),1%
Cc1cc(C)c(OCC(=O)Nc2ccc(N3CCOCC3)cc2)c(Br)c1,3%
COc1ccc(S(=O)(=O)N2CCN(c3nc4ccccc4nc3-n3nc(C)cc3C)CC2)cc1,0%
O=C(Cn1nc(-c2ccc3c(c2)OCCO3)ccc1=O)Nc1ccc(N2CCOCC2)cc1,-1%
CC1CNc2c(cccc2S(=O)(=O)N[C@@H](CCCN=C(N)N)C(=O)N2CC[C@@H](C)C[C@@H]2C(=O)O)C1 (stereo partly specified),1%
Cn1nnnc1SCC(=O)Nc1ccc(Cl)cc1Cl,0%
COc1ccc([C@]23Cc4ccccc4C(O2)C2=C(CCCC2=O)O3)cc1,-2%[15.4 µM]
CCOC(=O)c1c(NC(=O)c2ccc(N3CCOCC3)c([N+](=O)[O-])c2)sc(C)c1C,-1%
CC(=O)Nc1ccc2c(c1)OCCOCCOc1cc(NC(C)=O)ccc1OCCOCCOCCO2,0%
COc1cc(C(=O)NCc2ccc(-n3cccc3)cc2)cc(OC)c1OC,0%
CC(=O)OC[C@H]1O[C@@H](O/N=C/[C@@H](C)[C@H](OCc2ccccc2)C(C)C)[C@H](OC(C)=O)[C@@H](OC(C)=O)[C@@H]1OC(C)=O,3%
CCS(=O)(=O)Nc1cccc(-c2ccc3nnc(C)n3n2)c1,1%
C/C=C/C(=O)N1CC2(CC(c3cccc(NC(=O)CCCCC)c3)=NO2)C[C@H]1C(N)=O (stereo partly specified),-1%
CC(C(=O)Nc1ccc(S(=O)(=O)N2CCCCC2)cc1)N1CCN(c2ccccn2)CC1 (stereo unspecified),1%
COc1ccc(C(=O)CC(c2ccccc2)S(=O)(=O)c2ccc(C)cc2)cc1 (stereo unspecified),0%
CC1(C)Cc2nc3sc(C(=O)O)c(N)c3cc2CS1,-1%
Cc1nc2ccc(NC(=O)Cn3cnc4c3c(=O)n(C)c(=O)n4C)cc2s1,-1%
C/C(=C\C(=O)c1ccc(C)cc1)Nc1ccc(N2CCOCC2)cc1,0%
CC(C)C(NC(=O)C12CC3CC(CC(C3)C1)C2)C(=O)NC1=NCCS1 (stereo unspecified),-5%
COc1ccc(S(=O)(=O)CCC(=O)Nc2cccc(OC)c2)cc1,2%
COc1ccc2c(c1)OCC1=C2CCC2(C)C(=O)CC=C12 (stereo unspecified),-1%
CC(C)c1ccc(C(=O)NNC(=O)C2C3CCC(C3)C2C(=O)O)cc1 (stereo unspecified),-1%
CC(C)CN1CCN(C2CCN(C(C)C)CC2)C(CCO)C1 (stereo unspecified),-5%
COc1ccc(C(=O)CSc2nc3c(c(=O)n(C)c(=O)n3C)n2C)cc1,0%
COc1cc(OC)c(-c2nn3c(-c4cccnc4)nnc3s2)cc1OC,-2%
Cc1nc(NC2=NCN(Cc3ccc4c(c3)OCO4)CN2)nc2ccccc12,-10%
O=C(Nc1ccc2c(c1)OCO2)[C@@H]1[C@@H]2C(=O)N(C3CCCCC3)C(=O)[C@@H]2C2c3ccccc3C=CN21 (stereo partly specified),-3%
O=C(CSc1ccc(-c2cccs2)nn1)NCc1ccccc1Cl,-14%
COc1cccc([C@H](O)Cn2cc(-c3ccc(CON=C(C)C)cc3)nn2)c1,1%
CC(=O)OC[C@]12CC[C@H]3[C@@](C)(CC[C@H]4C(C)(C)CCC[C@]34C)[C@@H]1C[C@H](C1=CC(=O)O[C@@H]1OC(C)=O)O2,-7%
C/C(CC(=O)Nc1ccc(F)cc1F)=N\NC(=O)C(=O)N1CCCCC1,-1%
C#CCOCCOCCOCCNc1nc(N2CCN(C(=O)C([C@@H](C)CC)n3cc(C(N)CO)nn3)CC2)nc(N2CCN(C(=O)[C@H](CCC(=O)O)n3cc(C(N)Cc4ccc(O)cc4)nn3)CC2)n1 (stereo partly specified),1%
COc1ccc(CCNC(=O)C2CCCCC2C(=O)O)cc1OC (stereo unspecified),0%
COc1cccc(-c2cc(C(F)(F)F)c3c(N)c(C#N)sc3n2)c1,-2%
COc1ccc(C2c3c(oc4ccc(C)cc4c3=O)C(=O)N2c2cc(C)ccn2)cc1OC (stereo unspecified),1%
CC1(C)CC(=O)C2=C(C1)Nc1ccccc1N=C2,-1%
O=C(CSc1nncn1-c1ccccc1)Nc1cccc(S(=O)(=O)N2CCCCC2)c1,0%
Cc1cc2c(c(=O)n1Cc1ccccc1)C1O[C@](c3ccsc3)(Cc3ccccc31)O2,-1%[15.4 µM]
CC(CCc1ccccc1)NC(=O)/C=C/c1ccc(F)cc1 (stereo unspecified),3%
CCOc1cccc2cc(-c3csc(NC(=O)CCC(=O)NCCCN4CCC(C)CC4)n3)c(=O)oc12,0%
COc1cccc(-c2nc(Oc3cc(C)cc(C)c3)c3ccccc3n2)c1O,-1%
Cc1ccc(S(=O)(=O)NCCn2c(C)cc3ccccc32)cc1,?
COc1ccc(OC)c(NS(=O)(=O)Cc2ccccc2)c1,1%
NC(=O)C1CCN(c2nc(-c3ccccc3Cl)cs2)CC1,2%

# (more compounds)
molecule,MmCpn inh
Cc1cc(C)c2[nH]c(=O)c(CN(C(=O)C3CCCO3)C3CCCC3)cc2c1 (stereo unspecified),0%
Cc1ccc(CNC(=O)C2=CCN(S(=O)(=O)c3ccc(C)cc3)CC2)cc1,0%
COc1ccc(C(=O)N2CCc3cc(OC)c(OC)cc3C2c2cccc([N+](=O)[O-])c2)cc1 (stereo unspecified),1%
CCC(Sc1nc2ccccc2c2nc3ccccc3n12)C(=O)NCc1ccco1 (stereo unspecified),-2%
Cc1ccc2c(=O)n3c(nc2c1)C(Cc1ccccc1)NC(=O)c1ccc(Cl)cc1-3 (stereo unspecified),0%
CN(C(=O)CSc1nc2c(cnn2-c2ccccc2)c(=O)[nH]1)C1CCS(=O)(=O)C1 (stereo unspecified),0%
NCCCCC(NC(=O)C1CCCN1C(=O)C1CSSCC(N)C(=O)NC(Cc2ccc(O)cc2)C(=O)NC(Cc2ccccc2)C(=O)NC(CCC(N)=O)C(=O)NC(CC(N)=O)C(=O)N1)C(=O)NCC(N)=O (stereo unspecified),0%
FC(F)(F)c1cccc(NC(=S)NNC(=S)Nc2ccc(Cl)cc2)c1,4%
CCOC(=O)C1=C(C)OC(N)=C(C#N)C1c1c(C)nn(-c2ccc(C)cc2)c1Cl (stereo unspecified),1%
CCCCn1c(=O)c(C(=O)N/N=C/c2ccc(F)cc2)c(O)c2ccccc21,-2%
O=[N+]([O-])c1ccc(C=Nc2ccc(Cl)c([N+](=O)[O-])c2)s1,0%
Cc1cc(NC(=O)c2cc3nc4c(c(C(F)(F)F)n3n2)CCc2ccccc2-4)no1,-1%
O=C(O)c1cccc(NCc2ccncc2)c1,-1%
CCCCNC(=O)C(C#N)c1nc2ccccc2nc1N1CCCC1 (stereo unspecified),2%
O=C(Nc1nnc(C2=COCCO2)o1)c1ccc(Br)cc1,2%
CC1=C(C#N)C(=O)N(C2CCS(=O)(=O)C2)C(=O)/C1=C\c1ccc(C)o1 (stereo unspecified),-7%
CC(=NCc1ccncc1)C1=C(O)c2ccccc2C1=O,1%
O=C(NCc1ccc(F)cc1)c1cccc2c1C(=O)c1ccc(Cl)cc1S2(=O)=O,-2%
CCN(Cc1cc2ccc(C)cc2[nH]c1=O)C(=O)c1cccnc1,-1%
CC1=NN(C(N)=S)C(=O)C1N=Nc1cccc2ccccc12 (stereo unspecified),-9%
COc1ccc(N2CCN(Cc3cc(=O)oc4c3ccc3ccccc34)CC2)cc1,0%
COc1cccc(C2C3=C(N=c4s/c(=C\c5ccccc5O)c(=O)n42)c2ccccc2CC3)c1OC (stereo unspecified),-6%
Nc1c(C(=O)Nc2ccc(Cl)c(Cl)c2)sc2nc(-c3cccnc3)ccc12,-1%
CCCc1cc(=O)oc2cc(OCC(=O)OC)cc(OCC(=O)OC)c12,-5%
Cc1sc2ncn(CC(=O)OC(C)C)c(=O)c2c1C,0%

# Among those listed so far, four have a nitro group on carbon.
molecule,MmCpn inh
O=C1C2N=NN(CC(=O)N3N=C(c4ccccc4)CC3c3ccc([N+](=O)[O-])cc3)C2C(=O)N1c1ccccc1 (stereo unspecified),-1%
CCOC(=O)c1c(NC(=O)c2ccc(N3CCOCC3)c([N+](=O)[O-])c2)sc(C)c1C,-1%
COc1ccc(C(=O)N2CCc3cc(OC)c(OC)cc3C2c2cccc([N+](=O)[O-])c2)cc1 (stereo unspecified),1%
O=[N+]([O-])c1ccc(C=Nc2ccc(Cl)c([N+](=O)[O-])c2)s1,0%

# Further structures follow.
molecule,MmCpn inh
C=C(C(=O)Oc1ccccc1C(C)(C)C)c1ccccc1,-7%
Cc1cc(C)c2c(=O)c(/C=C3\NC(=S)NC3=O)coc2c1,-2%
N#Cc1cc([N+](=O)[O-])ccc1NC(=O)COC(=O)CCC1CCCCC1,-1%
c1ccc(-c2ccc(-c3nccc4ccccc34)[nH]2)cc1,-1%
Cc1c(C(=O)O)c(C(=O)O)nc2ccc(N3CCOCC3)cc12,-3%
COc1cc(C2NC(C(=O)O)CS2)ccc1OCc1ccccc1C#N (stereo unspecified),-1%
CN(C)CCCN1C(=O)C(=O)/C(=C(/O)c2ccccc2)C1c1ccccn1 (stereo unspecified),0%
C/C(=N\NC(=O)C1CC1)c1ccc(NC(=O)c2ccc(Br)o2)cc1,-2%
CCN(CC)CCCN1C(=O)C(O)=C(C(C)=O)C1c1cccc(OC)c1 (stereo unspecified),1%
CCOCCCn1c(=N)c(C(=O)NCc2ccc3c(c2)OCO3)cc2c(=O)n3ccccc3nc21,-2%
Cc1cc(=O)[nH]c(N/N=C/c2cccc([N+](=O)[O-])c2)n1,1%
C/C(CCN1CCc2nc(-c3ccccc3)c(-c3ccccc3)cc2C1)=N\O[C@@H](C)c1cn([C@H](CO)Cc2ccccc2)nn1,-2%
C=CCN1/C(=C2/SC(=S)N(C)C2=O)Sc2ccccc21,-8%
COc1ccc(OC)c(CCNC(=O)Cn2sc3nc(C)cc(C)c3c2=O)c1,0%
O=C(NCc1ccccn1)c1ccc2nc(-c3ccco3)c(-c3ccco3)nc2c1,-4%
O=C(O)c1cc(-c2cccs2)nc2ccc(Br)cc12,?
CCn1c(=O)c(C(=O)Nc2ccsc2C(=O)OC)c(O)c2ccccc21,-24%
COc1cccc(S(=O)(=O)NCc2ccc(C(=O)N3CCN(c4ccccc4OC)CC3)cc2)c1,-3%
Cc1ccc(CN2C(=O)C3CCCN3c3ccc(C#N)cc32)cc1 (stereo unspecified),-1%
CC(C)n1cc(/C=N/Nc2ccc(Cl)c(C(=O)O)c2)c2ccccc21,0%
Cn1c(=O)oc2cc(S(=O)(=O)N3CCCC(C(=O)N4CC=C(c5ccccc5)CC4)C3)ccc21 (stereo unspecified),1%
Oc1ccc(CNc2ccc(C(F)(F)F)cc2Cl)c2cccnc12,1%
NC(=O)C[C@@H]1NC(=O)c2cc([N+](=O)[O-])cc(F)c2NCCCC[C@@H](C(N)=O)NC(=O)[C@H](CO)NC1=O,-2%
O=C(Cn1nc(-c2ccccc2)ccc1=O)Nc1cccc(NC(=O)c2ccccn2)c1,1%
Cc1ccc(OCCOCCn2cnc3ccccc3c2=O)cc1C,2%

# Fetched by structure from the entries so far, two records:
molecule,MmCpn inh
CCOCCCn1c(=N)c(C(=O)NCc2ccc3c(c2)OCO3)cc2c(=O)n3ccccc3nc21,-2%
Cc1cc(C)c2c(=O)c(/C=C3\NC(=S)NC3=O)coc2c1,-2%

# Next part.
molecule,MmCpn inh
Oc1ccc(C=Nc2ccc3ncccc3c2)c(O)c1,-6%
COc1cccc(CN2C(=O)C3CCCN3c3ccc(S(=O)(=O)N4CCOCC4)cc32)c1 (stereo unspecified),?
Cc1ccc2nc3n(c(=O)c2c1)-c1cc(Cl)ccc1C(=O)NC3Cc1ccccc1 (stereo unspecified),-1%
CCCCCn1c(=O)c(-c2nc3ccccc3c(=O)[nH]2)c(O)c2ccccc21,0%
CCCN(CCC)C(=O)c1c(C)[nH]c(C(=O)OCC)c1C,-2%
Cc1ccc(NC(=O)Cc2nnc(SCC(=O)c3ccc(Br)cc3)n2C)cc1Cl,-9%
O=C(Nc1cccc(F)c1)c1ccc(-c2ccccc2C(F)(F)F)o1,-1%
Cc1cccn2c(=O)c(C=NCCO)c(Nc3ccc(Cl)cc3)nc12,1%
CCN(CC)CCCC(C)Nc1c2ccc(Cl)cc2nc2ccc(OC)cc12 (stereo unspecified),-1%
COc1ccc(OC)c(CNCCNC(=O)c2ccco2)c1,-1%
Cc1nc2cc(-c3cccc(Cl)c3)nn2c(N2CCN(C(=O)c3ccco3)CC2)c1C,1%
COc1ccc(CNC(=O)C2CCN(C(=O)[C@@H](CC(C)C)NC(=O)OC(C)(C)C)CC2)cc1,0%
